Bioassay records deposited in PubChem by National Center for Advancing Translational Sciences (NCATS).
LDHA block: inhibitors of human lactate dehydrogenase A | P00338 | purified LDHA, NADH/diaphorase-resazurin fluorescence; stronger effect = lower value | activity change, % (values are at about 110 or 230 µM) | 480,000 compounds, 0.15% hits | AID 1347041; in the data active means activity change below about -30%; inconclusive means mostly about -25% to -30%;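 further: plate controls were DMSO wells for no effect and wells without enzyme for full effect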
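Enzyme activity of human lactate dehydrogenase 5 (2 nM; 0.06 mM NADH, 0.2 mM pyruvate, 5 min, RT) is measured via a resazurin/diaphorase fluorescence readout of residual NADH.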
ERG Ets-DNA blk: ERG Ets/DNA interaction inhibition | P11308 | fluorescence polarization, His-ERG Ets domain / labelled DNA | Potency, µM (series often up to 76.9 µM), for inactives: at the highest dose FP activity, negative = inhibition, usual class: inhibitors | 370,000 compounds, 0.028% hits | AID 624246; active means well fitted inhibition curve with a large enough effect in the polarisation, with a control signal flat; inconclusive means small, poorly fitted or top-dose-only effect, or effect the other way, or a change in a side signal; inactive means no such curve, though single readings can be large or run the other way; the % refers to the polarisation;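 further: polarization taken with two DNA probes labelled with fluorescein and Texas red; potency means the concentration at half of the fitted maximal effect; % of control where 0% means no effect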
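His-tagged ERG Ets domain (1 uM in the protein solution; 300mM KCl, 50mM Tris-HCl, 1mM EDTA, 1mM DTT, pH 7.5) received compound, then a probe mix of 5 nM fluorescein-DNA and 100nM Texas-615-DNA. Fluorescence polarization was read for both dyes.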
RGS4 inhibitor: blocks human RGS4-accelerated GTP hydrolysis. Potency, µM (series often up to 114 µM), without a hit: at the top dose activity change, negative = inhibition, most hits filed as inhibitors. Transcreener GDP fluorescence polarization, RGS4-accelerated GTP hydrolysis. P49798. 390,000 compounds, 0.039% hits. AID 504845; further: potency means the concentration at half of the fitted maximal effect; on the % scale 0 is the no-effect control and ±100 the full control effect; nearly all actives have a fitted effect of over 75% in size; some results filed as inactive show a strong effect at the top dose
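MLSMR compounds (23 nl, pin-transferred) preincubated 10 min at room temperature with a 500nM (2x) first reagent, then RGS4 at 900nM (2x) plus Transcreener GDP mix added; fluorescence polarization (620/688 nm) read before and after 90 min at 30 °C.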
APEX1 inh: blocks human APE1 abasic DNA cleavage | P27695 | Potency, µM (series often up to 65.8 µM), without a hit: top-dose activity change, negative = inhibition, hits mostly inhibitors | 350,000 compounds, 0.35% hits | AID 2517 | recombinant APE1, TAMRA/BHQ-2 abasic DNA cleavage fluorescence;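 further: potency means the concentration at half of the fitted maximal effect; plate controls were vehicle for no effect and reference inhibitor for full effect; nearly all actives have a fitted effect of over 55% in size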
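Enzyme (0.75 nM final) and test compound are incubated 15 min at room temperature before adding 50 nM quenched THF abasic-site duplex. Cleavage dequenches TAMRA, followed at 525/598 nm over three reads one minute apart.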
Pol kappa inh: inhibitors of human DNA polymerase kappa; Q9UBT6; Potency, µM (top dose mostly 107 µM), inactives show at the top dose activity, negative = inhibition, actives largely listed as inhibitors; purified Pol kappa, fluorescent DNA synthesis assay, 10 min; 400,000 compounds, 0.53% hits; further: potency means the concentration at half of the fitted maximal effect; on the % scale 0 is the no-effect control and ±100 the full control effect
Target sequence (Q9UBT6 whole entry, looked up): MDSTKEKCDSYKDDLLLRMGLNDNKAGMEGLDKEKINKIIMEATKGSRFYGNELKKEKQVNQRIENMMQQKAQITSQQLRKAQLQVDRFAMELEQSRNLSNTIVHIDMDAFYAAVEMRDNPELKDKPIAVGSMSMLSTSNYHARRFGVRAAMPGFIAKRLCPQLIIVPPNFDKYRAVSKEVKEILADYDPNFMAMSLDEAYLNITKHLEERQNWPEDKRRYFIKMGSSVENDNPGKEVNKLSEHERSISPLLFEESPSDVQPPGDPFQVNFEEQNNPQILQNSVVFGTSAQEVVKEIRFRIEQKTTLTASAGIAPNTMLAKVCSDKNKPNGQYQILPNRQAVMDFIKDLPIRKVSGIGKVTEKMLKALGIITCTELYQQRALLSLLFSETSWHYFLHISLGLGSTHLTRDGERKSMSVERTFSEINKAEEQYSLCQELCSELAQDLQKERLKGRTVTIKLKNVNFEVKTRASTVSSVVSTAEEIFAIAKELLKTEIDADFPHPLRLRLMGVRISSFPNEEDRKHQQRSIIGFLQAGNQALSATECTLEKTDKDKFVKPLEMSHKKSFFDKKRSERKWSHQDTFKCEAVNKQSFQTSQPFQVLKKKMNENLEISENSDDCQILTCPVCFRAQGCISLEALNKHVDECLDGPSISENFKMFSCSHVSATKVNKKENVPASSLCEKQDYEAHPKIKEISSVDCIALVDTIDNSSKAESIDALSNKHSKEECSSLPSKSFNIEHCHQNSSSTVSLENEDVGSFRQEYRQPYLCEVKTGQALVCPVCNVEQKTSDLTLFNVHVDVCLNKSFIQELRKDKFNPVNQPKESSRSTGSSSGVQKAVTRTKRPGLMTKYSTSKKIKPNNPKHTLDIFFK
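First, compounds were pin-transferred onto 10 nM Pol kappa. After 15 min at room temperature, substrate was added to 50 nM final. Fluorescence was then measured kinetically at 0 and 10 min.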
Pol eta inh: blocks human DNA polymerase eta activity; AID 588591; Potency, µM (titrated, usually from 114 µM), for inactives: at the top dose activity change, negative = inhibition, usual class: inhibitors; Q9Y253; 390,000 compounds, 1.2% hits; recombinant Pol eta, fluorescent DNA replication assay; further: potency means the concentration at half of the fitted maximal effect; on the % scale 0 is the no-effect control and ±100 the full control effect
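Pol eta (10 nM) was preincubated with compounds for 15 min at room temperature, after which fluorescent replication substrate (50 nM final) was added to start the reaction. Fluorescence was read kinetically at 0 and 10 min.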
Pol beta inh: inhibitors of human DNA polymerase beta; P06746; Pol beta primer extension/strand displacement, fluorescence kinetic; Potency, µM (highest dose often 114 µM), without a hit: top-dose activity change, negative = inhibition, actives largely listed as inhibitors; 340,000 compounds, 1.3% hits; AID 485314; further: potency means the concentration at half of the fitted maximal effect; on the % scale 0 is the no-effect control and ±100 the full control effect
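Kinetic readout of DNA synthesis with strand displacement by Pol beta. Compound and 10 nM enzyme sit 15 min at room temperature; 50 nM substrate starts the reaction, read immediately and at 10 min.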
Anesthetic bind: binds horse apoferritin like a general anesthetic; AID 485281; 350,000 compounds, 0.074% hits; apoferritin/1-aminoanthracene competitive binding, fluorescence; P02791; Potency, µM (doses to about 77.5 µM), without a hit: at the top dose activity change, negative = displacement, usual class: inhibitors; further: potency means the concentration at half of the fitted maximal effect; on the % scale 0 is the no-effect control and ±100 the full control effect; nearly all actives have a fitted effect of over 20% in size
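Steps: apoferritin (10 uM) was premixed with half-saturated 1-AMA in PBS, compounds were pin-transferred, plates stood 10 min at room temperature, fluorescence was read at 380/535 nm, and curves were fitted with a Hill equation.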
12-LOX inh: inhibitors of human 12S-lipoxygenase ALOX12 | purified 12hLO, xylenol orange hydroperoxide absorbance | 580,000 compounds, 1.1% hits | Potency, µM (doses to about 108 µM), for the others: top-dose activity change, negative = inhibition, hits mostly inhibitors | P18054; further: potency means the concentration at half of the fitted maximal effect; on the % scale 0 is the no-effect control and ±100 the full control effect
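Hydroperoxide product was detected by ferrous iron/xylenol orange as the 573 to 405 nm absorbance ratio. Arachidonic acid at 40 uM (final) was turned over for 30 min at room temperature by 150 nM human 12hLO, pH 7.0 Hepes buffer, after 15 min compound preincubation.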
* hit, by the source's call; ? = inconclusive; . = no result given; [ ] = dose if it differs, or a comment. Unless noted, the call rests on the fitted dose curve; in most records, active means well fitted curve in the direction sought with a large enough effect; inconclusive means small, poorly fitted or top-dose-only effect, or another doubt; inactive means no such curve, though single readings can be large; an effect the other way counts as inactive or inconclusive. Not all compounds are listed. The share of hits here may be higher or lower than overall.

Abbreviations: A = LDHA block; B = ERG Ets-DNA blk; C = RGS4 inhibitor; D = APEX1 inh; E = Pol kappa inh; F = Pol eta inh; G = Pol beta inh; H = Anesthetic bind; I = 12-LOX inh
structure: Cc1ccc(S(=O)(=O)N(C)C)cc1NC(=O)c1cccs1
  A: -1; B: 1%; C: -25%; D: 1%; E: 12%; F: -10%; G: -4%; H: -4%; I: ?
structure: CN(C)S(=O)(=O)c1cccc(NC(=O)CCCC2CCCCC2)c1
  A: 2; B: 13%; C: 19%; D: .; E: 5%; F: -25%; G: .; H: .; I: -2%
structure: COc1ccc(OC)c(C2=Nn3c(nnc3C3CCCCC3)SC2)c1
  A: 2; B: -11%; C: 7%; D: -2%; E: -6%; F: 4%; G: 0%; H: ?; I: 0%
structure: O=C(O)c1cccc2c1C(=O)c1ccc(-c3ccc(OC(F)(F)F)cc3)cc1S2(=O)=O
  A: 3; B: -15%; C: -10%; D: 20%; E: 13%; F: -6%; G: .; H: .; I: ?
structure: OCCCNc1ncnc2c1[nH]c1ccccc12
  A: -16; B: -2%; C: 18%; D: 7%; E: -3%; F: -11%; G: 5%; H: 34%[activator]; I: 0%
structure: O=C(CCl)NCc1c(Cl)cccc1-n1cccc1
  A: 2; B: -5%; C: 2%; D: 13%; E: 1%; F: -9%; G: 5%; H: ?; I: -27%
structure: CC(c1ccccc1)N(NC(=O)C(O)(c1ccccc1)c1ccccc1)C(=O)c1ccccc1 (centres undefined)
  A: -5; B: -8%; C: 5%; D: 3%; E: -15%; F: 1%; G: 13%; H: -15%; I: -3%
structure: COc1ccc(C2N(c3ccc(OC)cc3)C(=O)C3CCCN32)cc1 (centres undefined)
  A: 0; B: 5%; C: -8%; D: 16%; E: -6%; F: -2%; G: 30%; H: -9%; I: -1%
structure: CCCn1nc2cc(C(=O)NC3CCCc4ccccc43)ccc2c1OCC (centres undefined)
  A: -7; B: -10%; C: 18%; D: 1%; E: -4%; F: -8%; G: 15%; H: -14%; I: -11%
structure: O=C(/C=C/c1ccc(Cl)cc1Cl)NC(=S)Nc1ccccn1
  A: -6; B: 2%; C: -6%; D: 1%; E: -20%; F: -16%; G: 1%; H: -21%; I: 0%
structure: Cc1ccc(CNC(=O)CSc2c(C(C)C)cnc3c2c(=O)n(C)c(=O)n3C)cc1
  A: -15; B: 3%; C: 3%; D: .; E: -4%[60.1 µM]; F: -13%; G: 13%; H: -9%; I: ?
structure: CCOc1ccc(C(=O)Nc2nnc(SCC(=O)NCC3CCCO3)s2)cc1OCC (centres undefined)
  A: -3; B: 6%; C: 5%; D: 24%; E: -2%; F: -2%; G: 1%; H: 2%; I: 2%
structure: Cc1nn(-c2ccccc2)c2sc(-c3n[nH]c(=S)o3)cc12
  A: -12; B: 6%; C: ?; D: -6%; E: -27%; F: ?; G: -18%; H: 4%; I: ?
structure: Cc1nn(CC(=O)OCC(=O)Nc2ccccc2[N+](=O)[O-])c(C)c1[N+](=O)[O-]
  A: -1; B: -4%; C: 23%; D: 0%; E: -10%; F: -18%; G: 31%; H: -11%; I: -7%
structure: CN(C)c1cccc(C(=O)Nc2cc(C(F)(F)F)ccc2-n2cnc3ccccc32)c1
  A: -1; B: -10%; C: -20%; D: -8%; E: 0%; F: -11%; G: 8%; H: 0%; I: 7%

Whole records from above:
O=C(/C=C/c1ccc(Cl)cc1Cl)NC(=S)Nc1ccccn1 is listed with LDHA block = -6; ERG Ets-DNA blk = 2%; RGS4 inhibitor = -6%; APEX1 inh = 1%; Pol kappa inh = -20%; Pol eta inh = -16%; Pol beta inh = 1%; Anesthetic bind = -21%; 12-LOX inh = 0%
CCCn1nc2cc(C(=O)NC3CCCc4ccccc43)ccc2c1OCC (centres undefined) is listed with LDHA block = -7; ERG Ets-DNA blk = -10%; RGS4 inhibitor = 18%; APEX1 inh = 1%; Pol kappa inh = -4%; Pol eta inh = -8%; Pol beta inh = 15%; Anesthetic bind = -14%; 12-LOX inh = -11%

Back to the main list; the 2 compounds before the break are reprinted first.
Abbreviations: A = LDHA block; B = ERG Ets-DNA blk; C = RGS4 inhibitor; D = APEX1 inh; E = Pol kappa inh; F = Pol eta inh; G = Pol beta inh; H = Anesthetic bind; I = 12-LOX inh
structure: Cc1nn(CC(=O)OCC(=O)Nc2ccccc2[N+](=O)[O-])c(C)c1[N+](=O)[O-]
  A: -1; B: -4%; C: 23%; D: 0%; E: -10%; F: -18%; G: 31%; H: -11%; I: -7%
structure: CN(C)c1cccc(C(=O)Nc2cc(C(F)(F)F)ccc2-n2cnc3ccccc32)c1
  A: -1; B: -10%; C: -20%; D: -8%; E: 0%; F: -11%; G: 8%; H: 0%; I: 7%
structure: Cc1nc(SCC(=O)NCCc2ccc(Cl)cc2)nc(C)c1C
  A: 5; B: .; C: 17%; D: -2%; E: -12%; F: -4%; G: 6%; H: -18%; I: 11%
structure: CC(=O)Nc1ccc(NC(=O)C(C)Sc2nnc(C3CC3)n2-c2ccccc2)cc1 (centres undefined)
  A: 0; B: -2%; C: -10%; D: -2%; E: 8%; F: -11%; G: .; H: .; I: 4%
structure: Cc1cc(S(=O)(=O)n2cnc3cc([N+](=O)[O-])ccc32)ccc1Cl
  A: 5; B: 2%; C: -11%; D: 6%; E: 8%; F: -6%; G: -1%; H: 1%; I: -27%
structure: O=C(CSc1nccc(=O)[nH]1)NC1CCCCCC1
  A: -3; B: -1%; C: 28%; D: 28%; E: -11%; F: 3%; G: .; H: .; I: 1%
structure: COc1ccccc1-n1cnc2c(c1=O)c1nc3ccccc3nc1n2CCc1ccccc1
  A: -4; B: -4%; C: 4%; D: -1%; E: -10%; F: 0%; G: -18%; H: -3%; I: -17%
structure: COc1cc2c(cc1NC(=O)C(C)Sc1ccc(NC(C)=O)cc1)oc1ccccc12 (centres undefined)
  A: 9; B: 15%; C: -17%; D: -1%; E: -8%; F: -23%; G: 12%; H: 1%; I: -15%
structure: Cc1cc(NC(=O)CCC(=O)N(CC(=O)NCC2CCCO2)c2ccc3c(c2)OCCO3)no1 (centres undefined)
  A: -10; B: -6%; C: 22%; D: 0%; E: -11%; F: 8%; G: -19%; H: -4%; I: 15%
